# Siah-1 displacement: Siah-1 peptide-binding antagonists, primary screen, biochemical, fluorescence polarization, rhodamine-plectin, uHTS (AID 1817). Siah-1 / rhodamine-plectin peptide fluorescence polarization; higher % means a stronger effect. displacement, % at 20 µM; hits with a dose series show IC50 in µM. 290,000 tested, 0.02% active. E3 ubiquitin-protein ligase SIAH1 (Homo sapiens);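 active = displacement of at least 50% at 20 µM, with a fluorescence ratio check between 0.3 and a set limit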;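 also: plate controls were Siah plus tracer with DMSO for no effect and tracer alone without Siah for full effect; strong numbers were not always called active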
# West Nile antiviral: West Nile virus antiviral activity, cell-based, CPE readout (AID 1621). West Nile virus-infected cells, CPE inhibition; higher % means a stronger effect. CPE inhibition, % at 10 µM, or IC50 in µM where a hit was titrated. 290,000 tested, 0.02% active; in the data active = a potency from the dose series; also: strong numbers were not always called active
# Salmonella PhoP GFP: inhibitors of PhoP regulon expression, primary screen, Salmonella Typhimurium, GFP reporter (AID 1863). 300,000 tested, 0.16% active. inhibition, % at 50 µM, or IC50 in µM where a hit was titrated. S. Typhimurium PhoP-regulated promoter GFP reporter, 4 h; higher % means a stronger effect;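 active = inhibition over 29.93%, a cutoff 3 SD above the screen mean, later confirmed by dose response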;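 also: 0% = low Mg2+ inducing control and 100% = high Mg2+ repressing control; strong numbers were not always called active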
# * hit, by the source's call. Only part of the results is shown. The share of hits here may be higher or lower than overall.
# Fields: Siah-1 displacement	West Nile antiviral	Salmonella PhoP GFP
- Cc1nc(C(=O)N2CCCC(N3CCN(c4ccccc4C)CC3)C2)cs1 (stereo not given)
    3%	-0.2%	-6%
- O=C(Nc1ccc(OCc2ccccc2)cc1)c1cccs1
    -8%	-1.3%	7%
- Cc1ccc(C(=O)N2CCN(C34CC5CC(CC(C5)C3)C4)CC2)o1
    0%	-0.4%	-6%
- CCc1nnc(NS(=O)(=O)c2ccc(NCc3cc(Cl)ccc3O)cc2)s1
    -2%	0.3%	-4%
- COc1ccc(C)cc1NC(=O)c1nn(C)c(C(=O)Nc2cc(C)ccc2OC)c1[N+](=O)[O-]
    5%	-0.4%	2%
- CC1CCN(C(=O)CN(Cc2ccccc2)S(C)(=O)=O)CC1
    4%	0.6%	-2%
- CCc1cccc(OCC(=O)Nc2ccc(C(=O)O)cc2NC(=O)COc2cccc(CC)c2)c1
    3%	-0.1%	1%
- CCc1nn(C(C)C(=O)N2CC(C)CC(C)C2)c(=O)c2cc3occc3n12 (stereo not given)
    -5%	0.8%	7%
- O=C(Cc1ccc([N+](=O)[O-])cc1)Nc1ccc2c(c1)CCC2
    0%	-0.2%	0%
- Cc1[nH]c(C)c(S(=O)(=O)N2CCN(c3cccc(Cl)c3)CC2)c1C(=O)N1CCCCC1
    -2%	-0.8%	0%
- Nc1nnnn1/N=C/c1ccc(Cl)cc1
    9%	0.1%	5%
- C=CCc1ccc(OCCCNCc2ccccc2)c(OC)c1
    0%	-0.8%	-1%
- O=C(CN(c1ccccc1)S(=O)(=O)c1ccccc1[N+](=O)[O-])N1CCCC1
    -1%	-0.6%	-2%
- CCn1c(SCC(=O)Nc2ccc3c(c2)OCCO3)nnc1C1CC1
    5%	-0.6%	-3%
- CCC1CCCCN1CCCCOc1cccc(Cl)c1 (stereo not given)
    3%	-1.1%	-6%
- CN1CCCN(S(=O)(=O)c2ccc(O)c(C(=O)O)c2)CC1
    -3%	0.0%	2%
- O=c1cc(-c2ccccc2)c2cc(Cl)ccc2[nH]1
    -2%	0.0%	3%
- CCC(C(=O)NCc1ccc(C)o1)n1nc(C)c2c(C)n(-c3ccccc3)nc2c1=O (stereo not given)
    0%	0.2%	10%
- CC(C)(C)C(=O)CN1C(=O)NC2(CCc3ccccc32)C1=O (stereo not given)
    -9%	0.3%	6%
- CN(C)S(=O)(=O)c1ccc(N2CCCC2)c(C(=O)NCCc2ccc(F)cc2)c1
    3%	-0.9%	-5%
- O=C(NCCN1CCOCC1)c1cc([N+](=O)[O-])ccc1Cl
    -5%	-0.7%	6%
- Cc1c(NC(=O)Nc2ccccc2[N+](=O)[O-])c(=O)n(-c2ccccc2)n1C
    -4%	0.1%	2%
- COc1ccc(C)cc1NC(=O)CNC(C)C(=O)Nc1ccc(C(C)=O)cc1 (stereo not given)
    0%	-0.1%	2%
- Clc1nnc(Cl)c2c1ncn2Cc1ccccc1
    7%	-0.9%	5%
- O=C(Nc1ccccc1C(=O)Nc1ccncc1)c1ccccc1
    3%	0.2%	-1%
- Oc1cccc(Nc2c3ccccc3nc3ccccc23)c1
    -6%	2.5%	147µM*
- COC(C(=O)Nc1ccnn1C1CCN(Cc2cccc(C)n2)CC1)c1ccccc1 (stereo not given)
    0%	-0.1%	-2%
- COc1cccc(NC(=S)N2CCC(NC(=O)C3CCCCC3)CC2)c1
    2%	-0.3%	-4%
- COc1cc(Cl)ccc1OCc1cc(C(=O)N(C)Cc2nnc(C)o2)no1
    4%	-1.0%	-6%
- COc1cc(OC)cc(C(=O)N2CCC(C(=O)NCCc3ccccc3)CC2)c1
    0%	-1.1%	3%

# The closing four entries of the section before open the next one:
# Fields: Siah-1 displacement	West Nile antiviral	Salmonella PhoP GFP
- COC(C(=O)Nc1ccnn1C1CCN(Cc2cccc(C)n2)CC1)c1ccccc1 (stereo not given)
    0%	-0.1%	-2%
- COc1cccc(NC(=S)N2CCC(NC(=O)C3CCCCC3)CC2)c1
    2%	-0.3%	-4%
- COc1cc(Cl)ccc1OCc1cc(C(=O)N(C)Cc2nnc(C)o2)no1
    4%	-1.0%	-6%
- COc1cc(OC)cc(C(=O)N2CCC(C(=O)NCCc3ccccc3)CC2)c1
    0%	-1.1%	3%
- O=C(COc1ccc(Cl)cc1Cl)N1CCN(C(=O)c2ccco2)CC1
    4%	-0.2%	0%
- Cc1ccc(NS(=O)(=O)c2c(C(=O)N3CCCCCC3)c(C)n(C)c2C)c(Cl)c1
    -3%	-0.3%	-7%
- CCC(C)[C@H](NC(=O)N1CC(=O)Nc2ccccc21)C(=O)NC(C)CCc1ccccc1 (stereo not given in full)
    -3%	-0.6%	6%
- COc1ccc(S(=O)(=O)NCc2cccnc2)cc1NC(=O)c1ccccc1
    4%	-0.3%	5%
- CCN1C(=O)c2ccccc2S(=O)c2ccc(C(=O)NCCN(CC(C)C)CC(C)C)cc21 (stereo not given)
    6%	0.7%	-3%
- CCOc1ccc(-c2[nH]ncc2-c2ccccc2)c(O)c1
    0%	0.4%	-1%
- COc1ccc(/C=C/c2onc(C)c2S(=O)(=O)N2CCC(C(=O)N3CCCCCC3)CC2)cc1
    -1%	0.2%	1%
- C=CCN1C(=O)c2ccccc2NC1c1ccc(Br)s1 (stereo not given)
    10%	-1.2%	9%
- COc1ccccc1C1CCN(Cc2cccc3ccccc23)CC1
    1%	0.7%	8%
- COc1ccc(N(CC(=O)NCCSc2ccccn2)S(=O)(=O)c2ccccc2)cc1OC
    2%	-0.5%	2%
- COc1ccccc1OCC(=O)NCCCN1CCOCC1
    -2%	1.1%	-2%
- CCC(=O)N1CCc2cc(S(=O)(=O)CCC(=O)Nc3ccc(C(C)=O)cc3)ccc21
    5%	-0.1%	2%
- CCc1ccc(NC(=O)Cn2cc([N+](=O)[O-])nc2C)cc1
    7%	-1.1%	7%
- CC(C)CN1C(Nc2ccccc2)=NC[C@@H]1C
    6%	0.7%	-6%
- CCOC(=O)C1CCN(C(=O)c2cc3c(=O)n4ccccc4nc3s2)CC1
    2%	-0.1%	-2%
- COc1cc(=O)[nH]c(SC(C)C(=O)Nc2ccc3ccccc3c2)n1 (stereo not given)
    -3%	0.4%	7%
- COc1nc(-c2ccc(Cl)cc2Cl)nc2ccccc12
    5%	0.4%	-1%
- CC(=O)Oc1ccc(/C=C(\NC(=O)c2ccco2)C(=O)Nc2ccc(C(C)=O)cc2)cc1
    1%	0.1%	2%
- Cc1ccc(-c2cc(-c3ccccc3)nc(N)c2C#N)o1
    3%	1.9%	-4%
- CCN(CCn1cccn1)C(=O)c1cc(COc2ccc(F)c(F)c2)on1
    16%	-0.8%	-8%
- COc1ccc2c(=O)c3ccccc3oc2c1
    -4%	-0.5%	-2%
- Oc1ccc2ccccc2c1-c1sc(Nc2ccccc2)n[n+]1-c1ccc(F)cc1
    3%	-0.1%	-65%
- COc1cc(C(=O)NCCOc2cc(C)cc(C)c2)cc(OC)c1OC
    0%	2.4%	-5%
- CCOc1ccc(N(CC(=O)NCCSCc2ccccc2)S(=O)(=O)c2ccccc2)cc1
    10%	-0.9%	-3%
- COc1ccc(CCN(C)Cc2c(O)ccc3ccccc23)cc1OC
    1%	-0.6%	-5%
- COc1ccc(OCc2cc(C(=O)N[C@H]3CCCCNC3=O)no2)c(Cl)c1
    -3%	-0.3%	-5%
- COC(=O)C1CCN(Cc2cc(=O)oc3cc(C)c(Cl)cc23)CC1
    -3%	0.3%	5%
- COc1cccc(OCC(=O)Nc2c3c(nn2-c2ccc(F)cc2)CS(=O)(=O)C3)c1
    11%	-0.8%	10%
- CCOC(=O)[C@@H]1[C@H]2COc3cc(OC)ccc3[C@@H]2N2C(=O)N(c3ccc(F)cc3)C(=O)[C@]12C
    0%	-1.2%	-6%
- O=C(C1CC1)N1CCc2cc(S(=O)(=O)NCCCN3CCCCC3)ccc21
    -2%	-0.8%	4%

# Whole records, looked up by structure.
# O=C(CN(c1ccccc1)S(=O)(=O)c1ccccc1[N+](=O)[O-])N1CCCC1 as listed: Siah-1 displacement = -1%; West Nile antiviral = -0.6%; Salmonella PhoP GFP = -2%
# CCC(C(=O)NCc1ccc(C)o1)n1nc(C)c2c(C)n(-c3ccccc3)nc2c1=O (stereo not given) as listed: Siah-1 displacement = 0%; West Nile antiviral = 0.2%; Salmonella PhoP GFP = 10%

# The listing continues:
# Fields: Siah-1 displacement	West Nile antiviral	Salmonella PhoP GFP
- CC1CCN(C(=O)c2cc3c(=O)n4ccccc4nc3s2)CC1
    3%	-0.6%	9%
- CC(C)C[C@@H](CO)N1CCN(Cc2ccc(Br)cc2)CCC1=O
    -1%	-1.3%	1%
- Cc1noc(C)c1CSCC(=O)N(CCC(C)C)c1c(N)n(Cc2ccccc2)c(=O)[nH]c1=O
    3%	0.9%	-2%
- O=C(Nc1cc(Cl)ccc1-n1cncn1)c1ccc([N+](=O)[O-])s1
    -6%	-0.9%	-4%
- CC(=O)Nc1ccc(S(=O)(=O)Nc2ccc3[nH]c(=O)[nH]c3c2)cc1
    -7%	0.7%	-9%
- Cn1c(=O)cc(Nc2ccc(Cl)cc2)[nH]c1=O
    2%	-0.9%	18%
- Cc1ccc(NC(=O)C2CCCN(C(=O)Nc3ccc(F)cc3)C2)cc1 (stereo not given)
    -2%	-0.3%	-7%
- CC(C)OCCCN1CC(=O)N2C(c3cccc([N+](=O)[O-])c3)c3[nH]c4ccccc4c3C[C@H]2C1=O (stereo not given in full)
    3%	-0.7%	0%
- Cc1ccccc1OCCC(=O)OCC(=O)c1c(N)n(CC(C)C)c(=O)n(C)c1=O
    1%	1.5%	0%
- CCN1CCN(CCCNC(=O)c2ccc3c(c2)N(Cc2ccccc2)CCS3)CC1
    0%	1.0%	0%
- COc1ccc(CCN(C)CC(O)COc2c(C)ccc(C)c2C)cc1OC (stereo not given)
    -4%	-0.2%	-1%
- O=C(CCN1C(=O)C2CC=CCC2C1=O)Nc1cccc(Cl)c1 (stereo not given)
    4%	-0.1%	-5%
- Cn1c(=O)c2c(ncn2CCOc2ccc(Br)cc2)n(C)c1=O
    13%	-0.1%	7%
- CSCc1ccc(C(=O)NCCSc2ccc(Br)cc2)cc1
    -6%	-0.1%	5%
- CCNC(=O)c1ccc(CSc2nc3ccccc3s2)cc1
    5%	-0.7%	-4%
- O=S(=O)(c1ccccc1)N1CCN(C(=S)NC2CCCC2)CC1
    10%	-0.6%	-3%
- Cc1ccc(CNC(=O)C2CCCN(S(=O)(=O)c3cccc4nonc34)C2)cc1 (stereo not given)
    -3%	-0.7%	-3%
- O=C(c1cc(-c2ccc(Cl)c(Cl)c2)on1)N1CCOCC1
    3%	0.0%	-1%
- COc1cccc(C(N)=O)c1OC(=O)Cc1ccccc1F
    -4%	-0.2%	-6%
- C[C@@H](N)C(=O)NC[C@H]1CC[C@H](C(=O)N[C@@H](Cc2ccccc2)C(=O)O)CC1
    9%	0.4%	-10%
- COc1ccc(CCN2CCCC(CN(C)Cc3cc(OC)c(OC)c(OC)c3)C2)cc1 (stereo not given)
    -2%	0.5%	5%
- O=C(CN(c1ccc(F)cc1)S(=O)(=O)c1ccccc1)NC1CC2CCC1C2 (stereo not given)
    3%	-1.3%	-3%
- c1ccc(CN2CCC(N3CCC(N4CCCCCC4)CC3)CC2)cc1
    1%	-0.3%	-1%
- CC(C)c1ccc(NC(=O)c2ccccc2NC(=O)C2CCCCC2C(=O)O)cc1 (stereo not given)
    3%	-0.5%	-6%
- Cc1ncc([N+](=O)[O-])n1CC(=O)Nc1ccc(F)cc1
    4%	-0.8%	-3%
- COc1ccc(CNC(=O)COc2cc(O)c3c(c2)OC(C)(C)CC3=O)cc1
    2%	-0.1%	7%
- Cc1ncc(CN2CCC(C(=O)Nc3ccc(-n4cccn4)cc3)CC2)s1
    6%	-0.2%	-5%
- C=CCn1c(=O)c(C(=O)NCc2ccccc2Cl)c(O)c2ccccc21
    3%	-1.0%	-6%
- Cc1c(Cc2ccccc2)c(=O)oc2cc(OCC(=O)NCc3ccccn3)ccc12
    1%	-0.2%	8%
- COc1cccc(C(C(=O)NC(C)(C)C)N(CCc2ccccc2)C(=O)CCC(=O)Nc2cc(C)on2)c1OC (stereo not given)
    8%	-0.8%	4%

# Next entries:
# Fields: Siah-1 displacement	West Nile antiviral	Salmonella PhoP GFP
- Cc1cc(C(=O)N/N=C/c2ccc3ccccc3c2)n[nH]1
    8%	-0.9%	-8%
- Fc1ccccc1N1CCN(CC2CCCCC2)CC1
    6%	-0.8%	1%
- CCc1cc(C(=O)N2CCN(c3ccccn3)CC2)sc1C
    4%	-0.5%	4%
- CCc1noc(C)c1C(=O)OCC(=O)NC(=O)c1ccccc1OC
    7%	0.1%	-3%
- COc1ccc(OC)c(/C=N\NC(=O)c2c(C)nc3cc(C)ccn23)c1
    4%	-0.3%	-4%
- NCCC(=O)N1c2ccccc2Sc2ccccc21
    1%	0.5%	-3%
- Cc1cccc(Cn2nc(C(C)(C)C)cc2C(=O)N2CCOCC2)c1
    3%	-1.1%	-3%
- NC(=O)C1CCN(C(=O)CC2(CC(=O)O)CCCC2)CC1
    -6%	-0.8%	-13%
- CCOc1ccc(Cl)cc1S(=O)(=O)N1CCC(C(=O)NC2CC2)CC1
    9%	-0.7%	1%
- COc1ccccc1OCCn1ccnc1
    3%	0.5%	-4%
- Nc1nc(N2CCN(c3ccccn3)CC2)nc2ccccc12
    1%	0.1%	12%
- CCOC(=O)c1ccc(NC(=O)Cn2c(C)nc3c(sc(=S)n3CC)c2=O)cc1
    1%	-0.2%	0%
- NC(=O)NC(=O)C(Nc1ccc(N2CCCCC2)cc1)c1ccccc1 (stereo not given)
    -6%	-0.3%	4%

# Compound activity as filed in PubChem.
